Assay outcomes from PubChem.
RXFP1 antagonist: qHTS Assay for Antagonists of the Relaxin Receptor RXFP1; actives 0.59% (n = 350,000); HEK293-RXFP1, relaxin-stimulated cAMP HTRF, 30 min; stronger effect = lower value; Relaxin receptor 1 (Homo sapiens), Q9HBX9; activity change, negative = inhibition, % at 57.5 µM;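 active = activity change of -60% or lower, but not beyond a set lower limit; inconclusive = change between -60% and -40%, or beyond the set limit; inactive = change above -40%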; also: % is scaled to controls: 0 for no effect and ±100 for the full control effect
POLH inh: qHTS for Inhibitors of Polymerase Eta | DNA polymerase eta (Homo sapiens), Q9Y253 | recombinant Pol eta, fluorescent DNA replication assay | Potency, µM (highest dose often 114 µM), for inactives: at the highest dose activity change, negative = inhibition, most hits filed as inhibitors | actives 1.2% (n = 390,000) | AID 588591, 2011; also: potency is read from the fitted curve at half-maximal effect; % is scaled to controls: 0 for no effect and ±100 for the full control effect
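Pol eta (10 nM) was preincubated with compounds for 15 min at room temperature, after which fluorescent replication substrate (50 nM final) was added to start the reaction. Fluorescence was read kinetically at 0 and 10 min.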
Apoferritin bind: qHTS Assay for Identification of Novel General Anesthetics; Ferritin light chain (Equus caballus), P02791; apoferritin/1-aminoanthracene competitive binding, fluorescence; actives 0.074% (n = 350,000); AID 485281, 2010; Potency, µM (titrated, usually from 77.5 µM), for the others: top-dose activity change, negative = displacement, most hits filed as inhibitors; also: potency is read from the fitted curve at half-maximal effect; % is scaled to controls: 0 for no effect and ±100 for the full control effect; nearly all actives have a fitted effect of over 20% in size
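Apoferritin-based anesthetic binding model; compound displacement of fluorescent 1-AMA measured as endpoint fluorescence after 10 minutes at room temperature, scaled to free-ligand and complex controls.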
BLM inh: qHTS Assay for Inhibitors of Bloom's syndrome helicase (BLM). RecQ-like DNA helicase BLM (Homo sapiens), P54132. actives 0.2% (n = 350,000). Potency, µM (doses to about 56.1 µM), for the others: at the highest dose activity change, negative = inhibition, hits mostly inhibitors. recombinant BLM DNA unwinding, fluorescence dequenching;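 also: potency is read from the fitted curve at half-maximal effect; plate controls were vehicle for no effect and no enzyme for full effect; nearly all actives have a fitted effect of over 35% in size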
POLK inh: qHTS for Inhibitors of Polymerase Kappa; DNA polymerase kappa (Homo sapiens), Q9UBT6; purified Pol kappa, fluorescent DNA synthesis assay, 10 min; Potency, µM (top dose mostly 107 µM), inactives show at the highest dose activity, negative = inhibition, hits mostly inhibitors; actives 0.53% (n = 400,000); AID 588579, 2011; also: potency is read from the fitted curve at half-maximal effect; % is scaled to controls: 0 for no effect and ±100 for the full control effect
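Inhibition of 10 nM Pol kappa is measured by a fluorescent read-out at 0 and 10 min following addition of 50 nM substrate (final), with a 15-min room-temperature compound preincubation.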
Pol iota inh: qHTS for Inhibitors of Polymerase Iota; DNA polymerase iota (Homo sapiens), Q9UNA4; Pol iota fluorescent replication assay, 10 min; Potency, µM (titrated, usually from 115 µM), for inactives: at the highest dose activity, negative = inhibition, actives largely listed as inhibitors; actives 1% (n = 390,000); also: potency is read from the fitted curve at half-maximal effect
Target sequence (Q9UNA4 whole entry, looked up): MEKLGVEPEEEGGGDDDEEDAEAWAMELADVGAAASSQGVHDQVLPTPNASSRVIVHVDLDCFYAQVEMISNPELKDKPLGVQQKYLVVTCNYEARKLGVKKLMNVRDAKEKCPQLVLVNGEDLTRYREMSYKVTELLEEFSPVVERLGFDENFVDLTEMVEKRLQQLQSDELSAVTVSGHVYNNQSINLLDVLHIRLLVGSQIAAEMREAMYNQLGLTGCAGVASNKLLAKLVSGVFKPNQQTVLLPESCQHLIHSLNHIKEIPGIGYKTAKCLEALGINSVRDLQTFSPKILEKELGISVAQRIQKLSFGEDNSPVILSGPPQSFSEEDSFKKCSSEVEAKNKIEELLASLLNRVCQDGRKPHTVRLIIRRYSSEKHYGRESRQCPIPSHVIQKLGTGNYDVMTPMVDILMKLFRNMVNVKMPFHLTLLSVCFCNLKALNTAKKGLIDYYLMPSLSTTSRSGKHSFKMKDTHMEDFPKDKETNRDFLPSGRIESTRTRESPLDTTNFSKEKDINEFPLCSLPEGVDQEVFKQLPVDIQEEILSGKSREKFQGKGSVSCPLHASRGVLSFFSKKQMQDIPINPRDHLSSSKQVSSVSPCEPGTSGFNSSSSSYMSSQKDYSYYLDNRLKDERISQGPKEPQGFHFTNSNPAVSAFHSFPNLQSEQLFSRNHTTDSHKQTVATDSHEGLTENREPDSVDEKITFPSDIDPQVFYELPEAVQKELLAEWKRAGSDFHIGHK
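Fluorescent replication assay read twice, at 0 min and 10 min after adding 50 nM (final) substrate. Enzyme (10 nM) and compounds were first incubated 15 min at room temperature; enzyme-free buffer wells were negative controls.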
APEX1 inh: qHTS Assay for Inhibitors of the Human Apurinic/apyrimidinic Endonuclease 1 (APE1); DNA repair nuclease/redox regulator APEX1 (Homo sapiens), P27695; recombinant APE1, TAMRA/BHQ-2 abasic DNA cleavage fluorescence; Potency, µM (highest dose often 65.8 µM), without a hit: at the top dose activity change, negative = inhibition, hits mostly inhibitors; actives 0.35% (n = 350,000); AID 2517, 2012;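 also: potency is read from the fitted curve at half-maximal effect; plate controls were vehicle for no effect and reference inhibitor for full effect; nearly all actives have a fitted effect of over 55% in size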
Target sequence (P27695 whole entry, looked up): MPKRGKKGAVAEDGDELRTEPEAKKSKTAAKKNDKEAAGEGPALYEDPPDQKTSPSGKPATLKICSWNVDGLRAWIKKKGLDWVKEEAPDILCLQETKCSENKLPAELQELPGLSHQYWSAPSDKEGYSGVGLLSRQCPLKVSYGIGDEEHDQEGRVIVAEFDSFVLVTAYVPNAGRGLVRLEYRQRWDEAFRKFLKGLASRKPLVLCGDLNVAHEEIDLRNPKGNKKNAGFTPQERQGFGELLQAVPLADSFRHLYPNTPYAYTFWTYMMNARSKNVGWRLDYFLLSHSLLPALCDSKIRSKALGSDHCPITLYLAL
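0.75 nM APE1 + cpd, 15 min RT; start w/ 50 nM TAMRA/BHQ-2 THF-abasic dsDNA; kinetic fluor 525/598 nm ×3 reads @60 s; Δ(read3−read1); normalized to DMSO and NSC13755 control wells.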
PGK inhibitor: qHTS Assay to Find Inhibitors of Phosphoglycerate Kinase | Phosphoglycerate kinase, glycosomal (Trypanosoma brucei brucei), P07378 | PGK/GAPDH coupled, Kinase-Glo luminescence, 60 min | Potency, µM (doses to about 57.5 µM), inactives show top-dose activity change, negative = inhibition, usual class: inhibitors | actives 0.043% (n = 380,000); also: potency is read from the fitted curve at half-maximal effect; % is scaled to controls: 0 for no effect and ±100 for the full control effect; nearly all actives have a fitted effect of over 60% in size
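Luminescent ATP detection (Kinase-Glo Plus) follows a 60-minute room-temperature incubation, with wells lacking PGK as controls. Buffer: 100 mM TEA (pH 7.6), 5 mM MgCl2, 0.01% Tween-20. Coupling enzyme GAPDH (100 nM final) supplies unstable 1,3-BPG in-well.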
POLB inh: qHTS Assay for Inhibitors of DNA Polymerase Beta; actives 1.3% (n = 340,000); Potency, µM (highest dose often 114 µM), for inactives: top-dose activity change, negative = inhibition, actives largely listed as inhibitors; P06746; Pol beta primer extension/strand displacement, fluorescence kinetic; also: potency is read from the fitted curve at half-maximal effect; % is scaled to controls: 0 for no effect and ±100 for the full control effect
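Kinetic readout of DNA synthesis with strand displacement by Pol beta. Compound and 10 nM enzyme sit 15 min at room temperature; 50 nM substrate starts the reaction, read immediately and at 10 min.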
Starred values were filed as active, the others as inactive; i = inactive; ? = inconclusive; · = not tested or not shown; & = joins results of further samples; [ ] = dose if it differs, or a comment. Unless noted, calls follow the shape of the dose curve; as a rule, active = well fitted curve in the direction sought with a large enough effect; inconclusive = small, poorly fitted or top-dose-only effect, or another doubt; inactive = no such curve, though single readings can be large; an effect the other way counts as inactive or inconclusive. The list is partial; rates above refer to the full screens.

SMILES | RXFP1 antagonist | POLH inh | Apoferritin bind | BLM inh | POLK inh | Pol iota inh | APEX1 inh | PGK inhibitor | POLB inh
O=C(NNC(=O)c1ccccc1F)c1ccc(-c2ccc(Cl)cc2)o1 | -87* | 1% | · | · | 4% | 24% | -20% | 15% | ·
CCOc1ccccc1NC(=O)C(NCC1(N2CCCCC2)CCCCC1)c1ccccc1 (stereo not given) | -6 | -19% | -9% | -8% | -26% | 2% | -6% | i | 15%
O=C(NCCc1ccccc1)/C(=C/c1ccco1)c1ccccc1 | -12 | ? | -20% | -18% | -3% | -19% | 2% | i | 35µM*
Cc1ccc(S(=O)(=O)N2CCCC(C(=O)NNCC(=O)Nc3cc(F)ccc3F)C2)cc1 (stereo not given) | -7 | -5% | ? | -2% | 1% | 45%[activator] | -5% | -6% | -29%
COc1ccc(Cn2ccc3nc(C)c(C(=O)Nc4cccc(SC)c4)cc3c2=O)cc1 | 2 | -19% | -4% | -5% | -1% | -6% | · | 10% | 21%
COc1cccc(C(=O)N2CCC(C(=O)N3CCN(C)CC3)CC2)c1 | -32 | 0% | -2% | 0% | -9% | -14% | 63%[activator] | 0% | 48%
CCCOc1ccc(C(=O)Nc2ccc(NC(=O)c3cccs3)cc2)cc1 | 5 | -13% | -3% | -2% | -14% | 155%[activator] | 1% | -7% | 6%
O=C(NCCc1ccccc1)C(=O)NCC1OCCN1S(=O)(=O)c1ccc([N+](=O)[O-])cc1 (stereo not given) | -13 | -26% | -15% | -2% | -8% | 49%[activator] | 10% | 0% | 6%
CC(C)(C)C1CCc2c(sc(NC(=O)c3ccco3)c2C(N)=O)C1 (stereo not given) | -3 | 3% | 10% | -1% | -10% | 0% | 3% | 2% | -21%
COc1ccc(CCN(Cc2cccs2)S(=O)(=O)c2ccc(S(=O)(=O)N3CCC(C)CC3)cc2)cc1OC | -1 | -14% | 2% | 1% | -6% | 16% | -2% | -3% | -3%
COc1cc(OC)c2c(c1)C(=O)OC2 | · | -9% | -14% | -2% | -6% | 17% | 3% | -1% | 40%
COC(=O)c1ccc(Cl)c(NC(=O)c2cccc([N+](=O)[O-])c2C)c1 | 7 | -8% | -3% | -2% | -9% | -7% | -3% | -2% | 2%
O=C(Nc1ccccc1)c1ccccc1NC(=O)c1ccccc1C(=O)O | -4 | ? | · | · | -14% | -17% | · | -6% | ·
COc1ccc(C(=O)NCC(=O)N2CCC3(CC2)NCCc2[nH]cnc23)cc1 | 2 | -7% | 7% | 1% | -4% | -4% | -11% | 3% | 2%
CCOC(=O)c1sc(NC(=O)CCN2C(=O)c3cccc([N+](=O)[O-])c3C2=O)c(C(=O)OCC)c1C | 6 | 2% | -1% | -1% | -16% | -10% | 12% | 5% | 10%
C/C=C/C=C\C(=O)Nc1cccc(C2=NOC3(C2)C[C@@H](C(N)=O)N(C(=O)/C(C)=C/C)C3)c1 (stereo not given in full) | · | 18µM* | -6% | -6% | 50µM* | 16µM* | 13% | -13% | -1%
CCOC(=O)c1sc(NC(=O)CSc2ccccn2)c(C#N)c1C | -3 | -17% | -6% | 3% | -3% | 9% | 3% | -11% | 25%
CCOc1ccc(CNC(=O)CCc2cn(C)c3ccccc23)cc1 | -21 | -11% | -14% | -2% | 0% | 10% | 6% | -9% | 3%
c1ccc(-c2nnc(SCc3nc4ccccc4[nH]3)n2Cc2ccco2)nc1 | 13 | -8% | -17% | -2% | -5% | 17% | 15% | -2% | 41%
Cc1ccc(C(=O)NNC(=O)COC(=O)COc2ccccc2C#N)cc1 | -7 | -2% | · | · | -5% | 1% | -5% | 15% | ·
CCOc1[nH]n(-c2ccccc2)c(=O)c1C=Nc1ccc(C)cc1 | 2 | -15% | -5% | -1% | 14% | -12% | -1% | i | 0%
Fc1ccc(-n2c(-c3cccs3)nc3nc4ccccc4nc32)cc1 | -4 | 1% | 0% | -5% | -7% | 78%[activator] | 2% | -4% | -19%
O=C(Cc1coc(-c2ccc(F)cc2)n1)Nc1ccccc1 | -2 | -8% | -10% | -3% | -20% | 3% | 14% | 1% | 0%
COC(=O)c1ccc(NC(=O)C(=O)c2cccn2C)cc1 | -22 | -3% | -15% | -14% | 4% | -4% | -5% | -6% | 1%
COc1ccc(S(=O)(=O)NCc2ccc(C)cc2)cc1 | -5 | -9% | -22% | -2% | 0% | 1% | 3% | -5% | 22%

Quoted at random: three entries already listed
SMILES | RXFP1 antagonist | POLH inh | Apoferritin bind | BLM inh | POLK inh | Pol iota inh | APEX1 inh | PGK inhibitor | POLB inh
O=C(NNC(=O)c1ccccc1F)c1ccc(-c2ccc(Cl)cc2)o1 | -87* | 1% | · | · | 4% | 24% | -20% | 15% | ·
Fc1ccc(-n2c(-c3cccs3)nc3nc4ccccc4nc32)cc1 | -4 | 1% | 0% | -5% | -7% | 78%[activator] | 2% | -4% | -19%
O=C(NCCc1ccccc1)C(=O)NCC1OCCN1S(=O)(=O)c1ccc([N+](=O)[O-])cc1 (stereo not given) | -13 | -26% | -15% | -2% | -8% | 49%[activator] | 10% | 0% | 6%

Next results follow:
SMILES | RXFP1 antagonist | POLH inh | Apoferritin bind | BLM inh | POLK inh | Pol iota inh | APEX1 inh | PGK inhibitor | POLB inh
O=C(Cc1ccc(Cl)cc1)Nc1ccc(N2CCN(C(=O)c3ccco3)CC2)c(Cl)c1 | 5 | -9% | ? | -12% | 3% | 1% | 1% | -5% | 5%
COc1ccc(NC(=O)CCC(=O)c2ccc(-c3ccccc3)cc2)cc1 | -6 | -10% | -17% | 1% | 6% | -7% | -6% | -8% | 1%
COc1ccccc1N(CC(=O)NCCSCc1ccc(Cl)cc1)S(C)(=O)=O | -5&3 | -15%&2% | -5%&-21% | -2%&1% | 7% | 22%&-11% | -4% | -6% | ?
COc1cc(C(C)=O)ccc1OCc1cc(C(=O)N2CCSCC2)no1 | -10 | -20% | -15% | -3% | 0% | 30%[activator] | -18% | -9% | 2%
CCCCN(Cc1cccs1)S(=O)(=O)c1cc(-c2cc(C)no2)ccc1C | ? | -16% | 88%[activator] | -9% | 18% | -3% | · | 1% | 13%
CC12CN(C(=O)c3cccc([N+](=O)[O-])c3)C3(C#N)CC1CCC23C (stereo not given) | 8 | -3% | ? | 0% | -16% | 16% | -4% | 3% | 60%
Cc1ccc(NCc2nnc3n2CCCCC3)cc1 | 25 | -3% | -1% | -1% | -13%[60.1 µM] | 2% | -1% | -7% | 9%
Cc1ccccc1OCC(=O)NNC(=O)CN1C(=O)c2ccccc2C1=O | 14 | -18% | -6% | -1% | -5% | 18% | 3% | -9% | 14%
Clc1cccc(N2CCN(CCNc3nc4ccccc4n4cnnc34)CC2)c1 | 4 | -21% | 1% | -7% | 0% | 16% | -5% | 2% | -8%
COC/C=C/C1=CC2=CC(=O)C(C)(OC(=O)c3cnc4ccccc4n3)C(=O)C2=CN1CCOC (stereo not given) | · | 12% | · | -9%[12.4 µM] | -11% | ? | -1%[12.4 µM] | -5% | ·
Cc1oc(-c2ccccc2)cc1C(=O)Nc1cccc2ccccc12 | -25 | -6% | -11% | -2% | -13% | 5% | -4% | i | 0%
COC(CNC(=O)C1CCCCC1C(=O)O)OC (stereo not given) | -7 | -21% | -7% | -2% | -2% | 16% | 3% | -3% | 27%
CCOc1ccc2ccccc2c1/C=N/NC(=O)CNC(=O)c1ccccc1O | -20 | 0% | 0% | -1% | -12% | 37%[activator] | -18% | -8% | -4%
O=C(Nc1ccc(N2CCN(C(=O)c3ccccc3)CC2)cc1)c1cccnc1 | 4 | -1% | -8% | 1% | -4% | 16% | 22% | -5% | -11%
Cc1cc(C(=O)COc2cccnc2[N+](=O)[O-])c(C)n1Cc1ccco1 | -27 | -3% | -11% | ? | -16% | ? | 16% | 2% | ?
O=C(COc1ccc(S(=O)(=O)NCc2ccccc2)cc1)NCC1CCCO1 (stereo not given) | 4 | -8% | 2% | -5% | -3% | 24% | -2% | -6% | -5%
CCOC(=O)C1CCN(C(=O)CNS(=O)(=O)c2cccs2)CC1 | 13 | 7% | -7% | -4% | -2% | 14% | -1% | 0% | 13%
O=C(COC(=O)c1cnccn1)c1ccc2c(c1)CCCC2 | -3 | -1% | ? | -4% | 6% | 16% | 1% | -3% | -5%
O=C(CCCN1C(=O)c2ccccc2C1=O)Nc1cccnc1 | -1 | -2% | -1% | -9% | -8% | 17% | ? | · | 36%
CC(NC(=O)COC(=O)c1ccc(CO)cc1)C1CC2CCC1C2 (stereo not given) | -5 | -1% | · | · | 3% | 21% | -12% | i | ·
COc1cccc(NC(=O)NCCN2CCCCC2)c1 | -3 | -14% | -1% | 0% | 18% | -3% | 19% | -8% | 5%
Cc1ccc(S(=O)(=O)N2CCN(C(=O)COC(=O)COc3ccc(Cl)cc3C)CC2)c(C)c1 | 13 | -9% | · | · | -4% | 1% | · | -1% | ·
CCC(C)NC(=O)c1ccccc1SC (stereo not given) | -9 | -12% | -6% | 1% | 4% | 96%[activator] | 2% | -1% | 8%
CCc1ccc(-c2nc(CN3CCCC(C(=O)N4CCN(c5cc(Cl)ccc5C)CC4)C3)c(C)o2)cc1 (stereo not given) | · | -11% | 3% | -10% | -5% | -3% | · | i | -1%
COc1cc(C(=O)Nc2ccc(C(=O)O)cc2)ccc1OC(C)=O | -1 | -12% | -4% | -2% | -5% | 27% | ? | -12% | 13%
COc1cc(OC)cc(C(=O)NCC(=O)OCC(=O)NC2CCCc3ccccc32)c1 (stereo not given) | -3 | -24% | · | · | -4% | 15% | -8% | 4% | ·
